NLRP3 yeast inh = NALP3 inflammasome inhibitors in reconstituted yeast, primary screen, luminescence, uHTS. Yeast reconstituted NLRP3/ASC/caspase-1, beta-gal luminescence, 24 h. inhibition, % at 10 µM. 0.39% of 330,000 active;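 active = inhibition of 50% or more; inactive = inhibition below 50%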;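 note: plate controls were induced DMSO wells for no effect and uninduced yeast grown without galactose for full effect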
UPR CHOP act = activators of apoptotic CHOP UPR arm, primary screen, cell-based, CHO-CHOP luciferase reporter, luminescence, uHTS; UPR activation; percent of tunicamycin response over DMSO baseline; activation, % at 10 µM; 0.34% of 330,000 active; AID 449763, 2010;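 active = at 10 µM dose, activation of 40% or more, normalized to positive control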;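 note: 100% = tunicamycin at 10 µg/mL and 0% = DMSO alone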
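System: CHO-CHOP luciferase reporter cell line; amount: 500 cells/well; buffer or medium: F12 medium containing 10% fetal bovine serum; incubation: 6 h compound exposure at 37 °C after overnight seeding; measured by: luciferase luminescence after 10 min with Steady-Glo reagent; evaluation: % reporter activation, DMSO baseline versus tunicamycin full activation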
APJ ag = agonists of human apelin receptor APJ, primary screen, CHO-K1 cells, PathHunter beta-arrestin, luminescence. 0.11% of 330,000 active. AID 2520, 2010. P35414. 0% DMSO wells, 100% apelin. activation, % at 20 µM;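 active = activation more than six SD over the plate average, tested at 20 µM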;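 note: 0% = DMSO alone and 100% = apelin-13 at 10 nM; some results filed as inactive read as strong as hits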
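Test system: CHO-K1 APJ beta-arrestin complementation cell line. Amount: cell density 1000 per well. Controls: DMSO negative, 10 nM Apelin-13 positive. Signal: luminescent beta-gal fragment complementation, chemiluminescent substrate. Read-out basis: agonist-driven arrestin binding to APJ. Timing: compound stimulation 90 min at 25 °C, detection 60 min.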
Mdm2 MdmX PPI = inhibitors of human Mdm2-MdmX association, primary screen, cell-based, luminescence, split luciferase, SaOS-2, uHTS. Protein Mdm4 (Homo sapiens) + E3 ubiquitin-protein ligase Mdm2 (Homo sapiens), …. SaOS-2 split-luciferase Mdm2/MdmX complementation. inhibition, % at 8 µM. 3% of 330,000 active. AID 485346, 2010;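 active = inhibition of at least 50% at 8 µM in the primary screen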
Target sequence (O15151 whole entry, looked up): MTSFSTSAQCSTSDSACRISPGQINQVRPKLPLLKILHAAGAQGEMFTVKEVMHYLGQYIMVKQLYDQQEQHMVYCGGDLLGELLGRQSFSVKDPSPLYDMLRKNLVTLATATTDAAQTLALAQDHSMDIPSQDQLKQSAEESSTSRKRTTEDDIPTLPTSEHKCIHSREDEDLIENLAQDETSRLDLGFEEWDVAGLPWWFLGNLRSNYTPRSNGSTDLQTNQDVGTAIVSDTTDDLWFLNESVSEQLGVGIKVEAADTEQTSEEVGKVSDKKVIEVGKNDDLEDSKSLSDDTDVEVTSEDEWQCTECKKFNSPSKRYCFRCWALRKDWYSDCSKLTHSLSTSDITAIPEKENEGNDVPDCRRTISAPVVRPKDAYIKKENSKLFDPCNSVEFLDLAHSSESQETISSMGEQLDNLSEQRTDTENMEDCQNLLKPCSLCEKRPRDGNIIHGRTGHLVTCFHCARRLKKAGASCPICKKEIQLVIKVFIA
Target sequence (Q00987 whole entry, looked up): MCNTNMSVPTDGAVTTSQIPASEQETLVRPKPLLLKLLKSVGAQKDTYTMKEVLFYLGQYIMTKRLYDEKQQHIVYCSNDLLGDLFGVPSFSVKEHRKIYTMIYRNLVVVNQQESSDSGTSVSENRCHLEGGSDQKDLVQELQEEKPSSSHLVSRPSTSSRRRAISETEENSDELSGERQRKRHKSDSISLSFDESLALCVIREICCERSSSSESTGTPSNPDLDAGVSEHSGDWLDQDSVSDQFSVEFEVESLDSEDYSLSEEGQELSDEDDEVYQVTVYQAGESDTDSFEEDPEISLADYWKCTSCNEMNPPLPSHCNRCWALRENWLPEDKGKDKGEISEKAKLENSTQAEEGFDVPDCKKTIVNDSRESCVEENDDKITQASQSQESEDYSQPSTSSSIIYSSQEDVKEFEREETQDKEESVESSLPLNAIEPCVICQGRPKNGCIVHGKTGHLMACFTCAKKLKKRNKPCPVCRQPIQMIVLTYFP
NR3A LBD binder = binders of NR3A ligand-binding domain, primary screen, biophysical, differential scanning fluorimetry, uHTS | 2.5% of 340,000 active | Tm shift relative to glycine control, % at 25 µM | Glutamate receptor ionotropic, NMDA 3A (GRIN3A) ligand-binding domain | NR3A LBD differential scanning fluorimetry, Tm shift; 0% = protein alone, 100% = glycine-bound protein;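 active = melting temperature shift of at least 10% of the positive control shift, at one fixed dose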
UPR XBP1 act = activators of adaptive XBP1 UPR arm, primary screen, cell-based, CHO-XBP1 luciferase reporter, luminescence, uHTS; activation, % at 20 µM; 0.33% of 330,000 active; IRE1-XBP1 UPR activation; percent of tunicamycin response, DMSO as zero; AID 463104, 2010;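 active = versus positive control, 20 µM dose yields 30% or more activation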;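 note: 100% = tunicamycin at 10 µg/mL and 0% = DMSO only wells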
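Assay system: CHO-XBP1 luciferase reporter cells; Schedule: 6 h treatment, 37 °C; Detection: glow luminescence from Steady-Glo reagent; Benchmarks: high control tunicamycin 10 µg/mL final, low control DMSO vehicle only.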
TIM10 inh = growth inhibitors of isogenic TIM10 control yeast, primary screen, counter-screen for tim10-1 yeast inhibitor project, luminescence, uHTS. S. cerevisiae TIM10 strain growth, BacTiter-Glo luminescence, 24 h. 1.4% of 330,000 active. AID 463195, 2010. inhibition, % at 10 µM;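 active = inhibition of 40% or more at the single tested concentration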;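 note: wild-type TIM10 isogenic control strain grown at permissive 25 °C; 0% = DMSO yeast wells and 100% = minimal medium wells without yeast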
tim10-1 inh = growth inhibitors of tim10-1 mutant yeast, primary screen, luminescence, uHTS. S. cerevisiae tim10-1 ts strain growth, BacTiter-Glo, 24 h. inhibition, % at 20 µM. 2.2% of 330,000 active. AID 463190, 2010;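 active = inhibition of at least 40%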;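 note: mutant grown at 25 °C; 0% = DMSO wells with yeast and 100% = wells holding no yeast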
tim23-1 inh = growth inhibitors of tim23-1 mutant yeast, primary screen, luminescence, uHTS; AID 463212, 2010; inhibition, % at 20 µM; 1.3% of 330,000 active; S. cerevisiae tim23-1 growth, BacTiter-Glo luminescence, 24 h;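 active = growth inhibition of the mutant yeast at or above 50%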;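 note: temperature-sensitive mutant grown at 25 °C; plate controls were DMSO-treated mutant yeast for no effect and medium wells lacking yeast for full effect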
Starred values were filed as active, the others as inactive.

SMILES | NLRP3 yeast inh | UPR CHOP act | APJ ag | Mdm2 MdmX PPI | NR3A LBD binder | UPR XBP1 act | TIM10 inh | tim10-1 inh | tim23-1 inh
COc1ccc(C(=O)NC(=S)N(C)Cc2ccccc2)cc1Br | 11 | 0.1 | -5 | 16 | 0 | 1 | 2 | -8 | -4
Cc1ccc(C(=O)C(C)OC(=O)CNS(=O)(=O)c2ccc(C)cc2)cc1 (stereo not drawn) | -6 | -1.3 | -3 | 9 | 0 | 0 | -20 | -20 | 1
Cc1cccc(NC(=O)CSc2nc(=O)n(CCCN3CCOCC3)c3c2CCCC3)c1 | 11 | -0.4 | 0 | 8 | 2 | -3 | -1 | -13 | -5
O=C(Nc1ccc(Cl)cn1)c1cccnc1 | 20 | 2.5 | -6 | 25 | -2 | 4 | -18 | -2 | 2
CCCc1ccccc1OCCNC(C)=O | 19 | -2.8 | -7 | 16 | -2 | 0 | 2 | 13 | 3
C1=CCC(CN2CCNCC2)CC1 (stereo not drawn) | 8 | -1.7 | -1 | 22 | 1 | -2 | 4 | 5 | -3
O=C(NCc1ccccc1)c1ccc(CS(=O)(=O)c2ccccc2)o1 | 6 | -0.8 | -2 | 0 | 1 | 2 | 8 | 39 | 33
Cc1ccc(C(=O)CN(C(=O)c2ccc(Cl)c(Cl)c2)N2C(=O)C3CCCCC3C2=O)cc1C (stereo not drawn) | 5 | -0.6 | -1 | -15 | -5 | -5 | 17 | 27 | 7
CCN(CC)S(=O)(=O)c1ccc(Cl)c(C(=O)NC2CCN(Cc3ccccc3)CC2)c1 | 20 | 0.4 | 2 | 27 | 2 | -2 | -8 | 9 | -9
CC(=O)Nc1sc(N/N=C\c2ccco2)nc1-c1cccs1 | 7 | 1.7 | 11 | 7 | 0 | -2 | 16 | 22 | 26
CNS(=O)(=O)c1ccc2nc(NC(=O)c3ccc(N4C(=O)CCC4=O)cc3)sc2c1 | 9 | 0.3 | 0 | 11 | 4 | -2 | 0 | 5 | -5
CC(OC(=O)c1cccc(-n2cnnn2)c1)C(=O)Nc1ccc(N(C)C)cc1 (stereo not drawn) | 6 | 2.3 | -3 | -14 | 0 | 2 | 2 | 5 | 11

Record cards (already shown). Order of screens: NLRP3 yeast inh	UPR CHOP act	APJ ag	Mdm2 MdmX PPI	NR3A LBD binder	UPR XBP1 act	TIM10 inh	tim10-1 inh	tim23-1 inh
Record of CC(OC(=O)c1cccc(-n2cnnn2)c1)C(=O)Nc1ccc(N(C)C)cc1 (stereo not drawn) = 6	2.3	-3	-14	0	2	2	5	11
Record of CCCc1ccccc1OCCNC(C)=O = 19	-2.8	-7	16	-2	0	2	13	3
Record of CCN(CC)S(=O)(=O)c1ccc(Cl)c(C(=O)NC2CCN(Cc3ccccc3)CC2)c1 = 20	0.4	2	27	2	-2	-8	9	-9

(further entries)
SMILES | NLRP3 yeast inh | UPR CHOP act | APJ ag | Mdm2 MdmX PPI | NR3A LBD binder | UPR XBP1 act | TIM10 inh | tim10-1 inh | tim23-1 inh
NC(=O)c1cccc(CC(=O)c2ccccc2)c1 | 18 | 1.2 | 0 | 21 | 0 | -3 | 8 | -4 | 6
COc1ccc(CNC(=O)COC(=O)CC2CCCC2)cc1 | 6 | 0.9 | 2 | -7 | -1 | 3 | -5 | 22 | 1
Cc1ccc(/C=C2\SC(=S)N(C3CCS(=O)(=O)C3)C2=O)cc1 (stereo not drawn) | 20 | 1.3 | -1 | 28 | -1 | -3 | 6 | -1 | -10
CCOc1ccccc1NC(=O)N1CCC(C(=O)c2ccc(F)cc2)CC1 | 4 | 1.0 | -1 | 11 | -2 | 0 | 14 | 25 | 18
CCOc1ccc(C(=O)NC(=S)Nc2ccc(N3CCCCC3)cc2)cc1[N+](=O)[O-] | 17 | -1.5 | -2 | 15 | 0 | -4 | 17 | 18 | 1
CCCC(=O)c1cc2ccccc2oc1=O | -4 | -2.2 | -1 | 1 | 1 | -1 | 6 | 9 | 12
Cc1nc2ccc([N+](=O)[O-])cc2c(=O)n1Cc1cccc(F)c1 | -20 | -2.2 | -1 | -17 | 2 | -3 | 5 | 21 | 0
O=C(CN1C(=O)/C(=C2/SC(=S)N(CCS(=O)(=O)O)C2=O)c2ccccc21)Nc1cccc(Br)c1 | 14 | -1.3 | 3 | -10 | 4 | 3 | 4 | 10 | 4
C/C(=N/Nc1ccc(C)cc1)C1(C)N(O)C(C)(C)C(c2ccco2)=[N+]1[O-] (stereo not drawn) | 23 | 1.2 | -2 | 9 | 0 | 6 | -10 | 14 | 1
COc1ccc(/C=N/NC(=O)CNC(=O)C2COc3ccccc3O2)cc1OC (stereo not drawn) | 2 | -0.8 | -2 | 6 | -1 | 0 | 13 | 18 | -13
CCOc1ccc(NC(=O)c2c(NC(=O)CNCCN3CCOCC3)sc3c2CCC3)cc1 | -5 | 3.6 | -10 | 15 | -2 | 2 | 11 | 23 | 4
CC/C(=N\NC(=O)c1ccc(N2CCCC2=O)cc1)c1ccccc1 | 11 | 0.0 | 0 | 2 | 0 | -3 | 9 | 10 | 1
CCc1nnc(NC(=O)CSc2nnc(-c3c[nH]c4ccccc34)n2CCOC)s1 | 17 | 0.2 | -3 | 15 | -2 | 3 | 3 | 4 | 4
O=C(Nc1ccc(Oc2cccc3ccccc23)cc1)c1ccco1 | 46 | 1.4 | -1 | 10 | -6 | -2 | 40* | 13 | 58*
COc1ccc(OC)c2c(C)cc(NCCN3CCOCC3)nc12 | 13 | -1.3 | 2 | -10 | 0 | -2 | -14 | -20 | -15
CSc1nncc(/C(C)=N\Nc2cccc(C)c2)n1 | 11 | 0.2 | -1 | 4 | 0 | -3 | -5 | 14 | 1
CC1CCc2c(sc3ncnc(SCC(=O)c4ccccc4)c23)C1 (stereo not drawn) | 9 | 3.0 | -2 | -5 | 1 | 2 | 0 | 6 | 7
CCc1ccc(NC(=O)C(C)n2nc(C)c([N+](=O)[O-])c2C)cc1 (stereo not drawn) | 1 | 4.0 | -1 | 4 | 0 | 1 | -23 | -4 | -5
COC(=O)c1cccc(NCN2C(=O)c3ccccc3C2=O)c1 | 3 | -2.0 | 3 | 23 | 1 | -2 | 1 | 4 | 10
COc1cccc(NC(=O)COC(=O)c2ccccc2F)c1 | 12 | 1.8 | 0 | 8 | -5 | 0 | -5 | 9 | 4
CCCN1CCN(c2ccc(S(N)(=O)=O)cc2[N+](=O)[O-])CC1 | 13 | -1.0 | -3 | -4 | -2 | 1 | 9 | -10 | -13
COc1ccc(-c2[nH]ncc2CN(Cc2nccn2C)C(C)C)c(F)c1 | 6 | -0.9 | -3 | 11 | -1 | -1 | 18 | 15 | -9
CCN1CCN(C(=O)c2ccc(OC)c(S(=O)(=O)Nc3ccc(C)cc3)c2)CC1 | 1 | 5.9 | -2 | -12 | 0 | -4 | 7 | 3 | 3
CC(NC(=O)/C=C/c1ccc(Br)cc1)c1ccccc1 (stereo not drawn) | 20 | -1.1 | 1 | -17 | 1 | -1 | -3 | 3 | 23
COc1cccc(/C=C2\SC(=S)N(CCCC(=O)Nc3ccc(C(=O)O)cc3)C2=O)c1 | -11 | -0.5 | -4 | 24 | 0 | 0 | 1 | 1 | 10
COc1cccc(-n2c(=O)c3sccc3n(CC(=O)NC3CCCC3)c2=O)c1 | 12 | -0.4 | 2 | 14 | -3 | -1 | 1 | 1 | 7
CCC1(c2ccccc2)NC(=O)N(CC(=O)N(CC(=O)Nc2ccccc2C(F)(F)F)Cc2ccco2)C1=O (stereo not drawn) | 22 | -0.1 | -5 | 5 | 1 | -2 | 0 | 15 | 16
CC(NC(=S)Nc1cccc(C(F)(F)F)c1)C(C)(C)C (stereo not drawn) | -1 | 4.3 | 0 | 3 | 3 | -1 | 45* | 36 | 34
NC(=O)c1ccsc1NC(=O)COC(=O)/C=C/c1ccccc1 | 6 | 2.3 | 4 | 29 | -1 | -5 | 7 | 15 | 13
Cc1ccc(C)c(S(=O)(=O)NC2CCS(=O)(=O)C2)c1 (stereo not drawn) | 8 | 1.0 | 3 | -14 | 1 | -1 | -2 | 0 | 10
O=C(NN=Cc1c(F)c(F)c(F)c(F)c1F)c1ccc(NS(=O)(=O)c2cccs2)cc1 | 24 | 0.3 | -5 | 53* | 4 | -4 | -5 | 3 | -7
COc1cc(CCC(=O)OCn2nnc3ccccc3c2=O)cc(OC)c1OC | 13 | -0.3 | -6 | -1 | -2 | -1 | 5 | 13 | 11
C#CC[N+](C)(C)CCCCCCCC | 4 | -1.2 | 0 | 23 | -2 | -4 | -11 | 25 | 3
COC(=O)C1N2C(=O)[C@@H](NC(=O)COc3ccccc3)[C@H]2SC1(C)C (stereo partly drawn) | 12 | -1.1 | 6 | -17 | -2 | 2 | -10 | -8 | -3
CCc1cccc(CC)c1NC(=O)COc1ccccc1C(=O)c1cc(C#N)c(=O)n(C2CCCCC2)c1 | 2 | 3.0 | -3 | 28 | 1 | -1 | 16 | 10 | 6
FC(F)(F)c1cc(-c2cccs2)nc2cc(-c3cccs3)nn12 | 18 | 0.8 | -2 | 12 | 4 | 2 | -24 | -17 | 6
CC(C)(C)C(=O)N1CCN(c2ccnc3cc(Cl)ccc23)CC1 | 20 | -0.1 | 1 | 15 | 2 | -4 | 3 | -3 | 12
CC(=O)c1ccc(NC(=O)C2CCN(S(=O)(=O)c3cccc4cccnc34)CC2)cc1 | 3 | -0.2 | -1 | 11 | 2 | -3 | 18 | 41* | 37
CCOC(=O)/C(=C\c1ccc([N+](=O)[O-])cc1)C(=O)c1cc(C(C)=O)c(Nc2ccccc2)s1 | 19 | -11 | 9 | 99* | -3 | -12 | -12 | 24 | 40
CCn1nnnc1SCC(=O)Nc1nnc(C(C)C)s1 | 7 | 2.2 | -3 | -1 | -1 | 1 | 10 | 12 | -1

A portion from the list above:
SMILES | NLRP3 yeast inh | UPR CHOP act | APJ ag | Mdm2 MdmX PPI | NR3A LBD binder | UPR XBP1 act | TIM10 inh | tim10-1 inh | tim23-1 inh
CCOC(=O)/C(=C\c1ccc([N+](=O)[O-])cc1)C(=O)c1cc(C(C)=O)c(Nc2ccccc2)s1 | 19 | -11 | 9 | 99* | -3 | -12 | -12 | 24 | 40
CCn1nnnc1SCC(=O)Nc1nnc(C(C)C)s1 | 7 | 2.2 | -3 | -1 | -1 | 1 | 10 | 12 | -1

Source: PubChem (Sanford-Burnham Center for Chemical Genomics)
